Assay outcomes as filed in PubChem.
miR122 inh – inhibitors of miR-122 in Huh7 cells | AID 602342 | activation (reporter increase), % at 12.5 µM | actives 0.3% (n = 340,000) | Huh7 miR-122 Renilla luciferase sensor, 48 h; neutral wells = 0, positive control = 100;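 active = mean replicate activation score at least 90 and every replicate individually at or above 90; inconclusive = only one of the two criteria met; inactive = neither criterion met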;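 also: higher luciferase means less miR-122 activity so hits act as miR-122 inhibitors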
Cneo AK release – causes C. neoformans cell lysis. adenylate kinase release luminescence, 4 h; normalised: neutral wells 0, clomiphene wells 100. lysis activity, % at 15 µM. actives 0.2% (n = 360,000). AID 651654;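 active = mean lysis activity across replicates of at least 80%, whatever share of replicates individually reach that level; inactive = mean lysis activity below 80%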
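Assay system: Cryptococcus neoformans yeast cells / Dosing: single-point compound dose / Timing: 4 h at 37 °C static, read 1 h later / Measured by: luminescence of released adenylate kinase using an AK detection reagent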
ARNT-TACC3 inh – disrupts binding between human ARNT and TACC3; AlphaScreen His-ARNT PAS-B/GST-TACC3 binding, luminescence; TACC3 fragment carries E629A point mutation; actives 0.66% (n = 390,000); AID 623870; inhibition, % at 9.99 µM;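 active = mean inhibition of replicates at least 50% and at least half of replicates each reaching 50%; inconclusive = half or more replicates reach 50% but mean below 50%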;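 also: 0% = complete ARNT plus TACC3 wells and 100% = ARNT alone without TACC3; many hits fall short of the cut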
esBAF inh – inhibitors of esBAF chromatin remodeling in mouse ES cells; reporter increase, % at 12.5 µM; AID 602393; Bmi1-luciferase knock-in reporter, 24 h; 100% = twice the neutral-well signal; actives 2% (n = 350,000); in the data active = activation above about 40%; inconclusive = no clear call, values can overlap the other calls;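 also: 0% = median of the plate's neutral control wells and 100% = double that signal; a rise in the Bmi1 reporter signal indicates esBAF inhibition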
C2C12 statin – protects C2C12 myotubes from simvastatin toxicity; ATP luminescence, 48 h; scaled: DMSO 0, geranylgeraniol control 100; rescue of ATP level, % at 7.49 µM; actives 0.78% (n = 330,000);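 active = mean ATP rescue above about 67%, or every replicate alone reaching that limit, limit read from the data, passing the limit was not always enough; inconclusive = no clear call, values can overlap the other calls; inactive = mean under the limit and some replicate under it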;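 also: myotubes were challenged with 10 µM simvastatin during compound exposure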
SIRT5 inh – sirtuin-5 (human) deacylase inhibition | Q9NXA8 | Purified SirT5, succinyl-peptide AMC, trypsin-coupled fluorescence | inhibition, % at 15 µM | actives 1.1% (n = 330,000); in the data active = inhibition above about 15%; inconclusive = no clear call, values can overlap the other calls
Target sequence (Q9NXA8 whole entry, looked up): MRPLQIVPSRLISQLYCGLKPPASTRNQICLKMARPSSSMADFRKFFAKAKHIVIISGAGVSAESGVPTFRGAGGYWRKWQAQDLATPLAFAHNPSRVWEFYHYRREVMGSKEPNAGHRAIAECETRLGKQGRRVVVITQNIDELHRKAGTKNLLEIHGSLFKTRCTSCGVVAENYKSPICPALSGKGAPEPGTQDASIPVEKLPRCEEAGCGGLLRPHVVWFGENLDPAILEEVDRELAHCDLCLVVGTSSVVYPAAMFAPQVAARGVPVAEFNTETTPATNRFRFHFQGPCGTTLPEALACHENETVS
ERp5 block – blocks human ERp5 reductase activity on insulin; ERp5 insulin aggregation, absorbance 650 nm, 90 min; inhibition, % at 9.99 µM; Q15084; actives 0.05% (n = 350,000);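 active = mean replicate inhibition above about 25%, with every replicate also reaching it, limit read from the data, passing the limit was not always enough; inconclusive = only one of those two criteria met; inactive = neither criterion met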
Target sequence (Q15084 whole entry, looked up): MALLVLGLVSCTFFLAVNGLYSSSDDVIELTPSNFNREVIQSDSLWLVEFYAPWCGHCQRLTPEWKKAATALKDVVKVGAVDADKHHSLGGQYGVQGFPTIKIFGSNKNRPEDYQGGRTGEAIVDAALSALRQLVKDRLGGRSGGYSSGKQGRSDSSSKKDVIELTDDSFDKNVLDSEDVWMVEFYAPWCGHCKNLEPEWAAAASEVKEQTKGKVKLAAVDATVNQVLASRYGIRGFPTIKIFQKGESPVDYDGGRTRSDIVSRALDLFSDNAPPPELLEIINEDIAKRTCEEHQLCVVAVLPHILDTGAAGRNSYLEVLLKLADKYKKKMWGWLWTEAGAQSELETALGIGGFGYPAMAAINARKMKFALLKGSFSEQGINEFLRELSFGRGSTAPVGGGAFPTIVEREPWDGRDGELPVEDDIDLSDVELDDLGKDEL
* hit, by the source's call; ? = inconclusive; nt = not tested or not shown; [ ] = another dose, or the depositor's remark.

Values run as follows: miR122 inh	Cneo AK release	ARNT-TACC3 inh	esBAF inh	C2C12 statin	SIRT5 inh	ERp5 block
Cc1ccc(S(=O)(=O)N2CCCCC2C(=O)Nc2ccc(N(C)C)cc2)cc1 (stereo not drawn)
  nt	2	12	3	-4	-1	-1
Cc1ccc(-c2nnn(CC(=O)N(CC(=O)NC(C)C)c3cnc4ccccc4c3)n2)o1
  0	-3	21	-4	-29	1	-6
CCOc1cc(C(=O)OCC(=O)Nc2ccc(Cl)cn2)ccc1OCC(=O)N1CCOCC1
  nt	nt	-27	nt	nt	-2	-1
Cc1cccc(C)c1NC(=O)CN(C)C(=O)c1cc(S(=O)(=O)N2CCOCC2)ccc1N1CCCC1
  1	0	1	-9	-5	1	4
CCCCCn1c(=O)[nH]c2cc(C(=O)NCCN3C(C)CCCC3C)ccc2c1=O (stereo not drawn)
  -30	9	-6	1	-1	4	10
CC(C)OCCCNC(=O)C1CCC(CNS(=O)(=O)c2cccc3nsnc23)CC1 (stereo not drawn)
  1	-2	-10	-3	10	nt	nt
COc1ccc(-c2csc(NC(=S)NC(=O)c3ccc(S(=O)(=O)N(C)C)cc3)n2)cc1OC
  2	2	-5	nt	nt	0	8
O=C(NCCCNC(=O)c1cc(Cl)ccc1Cl)c1cnccn1
  nt	2	-1	-5	7	-4	-1
CC(C)(C)n1nc2c(c1NC(=O)c1cccc(Cl)c1)CS(=O)(=O)C2
  -3	-1	5	-4	3	6	-16
COc1cc(C(=O)N2CCN(Cc3ccccc3C(F)(F)F)CC2)cc(OC)c1OC
  -6	2	nt	-3	-2	nt	nt
O=C(Cc1ccccn1)NCC[C@@H]1CC[C@H](NC(=O)Nc2ccc(Cl)cc2)[C@H](CO)O1
  nt	0	-8	-5	20	1	-3
CNC(=O)Cc1csc2ccc(C)cc12
  nt	-2	-1	4	0	2	nt
COCCNc1nc(NCc2ccc(C(C)C)cc2)c2sccc2n1
  -5	-1	nt	-17	-86	nt	1
COCC(=O)Nc1ccc2c(c1)C(=O)N(C)C[C@H](OC)[C@@H](C)CN(C(=O)Cc1ccccn1)[C@@H](C)CO2
  nt	15	10	-5	-6	1	1
C[C@@H]1CN([C@@H](C)CO)S(=O)(=O)c2ccc(-c3ccccc3)cc2O[C@@H]1CN(C)C(=O)C1CCCCC1
  -3[16.7 µM]	4	7	-3	-41	4	-1
CNC[C@H]1Oc2ccc(NC(=O)Cn3cnnn3)cc2CC(=O)N([C@H](C)CO)C[C@@H]1C
  1[16.7 µM]	-3	0	0	-3	-4	-2
CCc1nc2ccc(C(=O)NCCCN3CCCC3=O)cn2c1N(C)C(=O)Nc1ccccc1OC
  2	0	nt	-7	10	nt	-1
COc1ccc(C2=Nn3c(nnc3-c3ccccc3Cl)SC2)cc1OCC1CC1
  -9	-1	5	-10	-34	nt	3
CC(=O)Nc1nnc(Cc2ccccc2)s1
  9	-1	-2	-2	nt	nt	nt
CNC(=O)/C(C#N)=C/c1cccc(Oc2ccccc2)c1
  -5	-21	1	nt	nt	-8	3
Cc1ccc(OCCC(=O)Nc2ccc(S(=O)(=O)N3CCCC3)cc2)cc1
  18	-2	-2	-2	5	0	-1
Cn1c(CCN2CCN(c3ccccn3)CC2)nc2cc(NS(=O)(=O)c3ccccc3)ccc21
  -18	0	3	-5	-1	2	0
Cc1cc(C)n(-c2ccc(C(=O)Nc3ccccc3N3CCOCC3)cc2)n1
  -2	-1	0	2	-14	nt	nt
CC(C)C(=O)Nc1ccc2c(c1)C(=O)N(C)[C@H]1CC[C@@H](CC(=O)NCCc3ccccc3)O[C@@H]1CO2
  80[16.7 µM]	-6	-10	-1	3	nt	nt
Cn1nc(C(=O)OCC(=O)c2ccc[nH]2)c2ccccc2c1=O
  -7	nt	8	2	0	4	-2
Cc1ccc(C(=O)NCCC(=O)N2CCC3(CC2)NCCc2[nH]cnc23)cc1
  nt	nt	1	nt	nt	7	2
CCn1c(=O)c([N+](=O)[O-])c(NCCN(C)C)c2ccccc21
  -1	nt	36	nt	nt	0	2
O=C(CSc1nc(O)c(C2CCCCC2)c(=O)[nH]1)N1CCOCC1
  -6	3	-1	-2	-8	1	3
Cc1cc(C)n(-c2cc(O)c(-n3nc(C)cc3C)cc2O)n1
  nt	nt	-1	nt	nt	-1	2
CO[C@@H]1CN(C)C(=O)c2ccc(NC(=O)C3CCOCC3)cc2OC[C@H](C)N(C(=O)c2ccccc2)C[C@@H]1C
  nt	-3	-8	-3	-16	-4	7
COc1ccc(NC(=O)N(C)C[C@@H]2Oc3ncc(C#CCN(C)C)cc3C(=O)N([C@@H](C)CO)C[C@H]2C)cc1
  0[16.7 µM]	-3	-11	-2	11	-1	-4
O=C(NCc1ccncc1)/C(=C/c1cccc([N+](=O)[O-])c1)NC(=O)c1ccccc1
  -1	2	-5	nt	nt	-3	7
O=C1CCC(C(=O)OCc2c(Cl)cccc2Cl)N1 (stereo not drawn)
  -1	0	-15	9	32	-1	2
CC(=O)N(C)C[C@H]1Oc2ncc(C#CCC3CCCC3)cc2C(=O)N([C@@H](C)CO)C[C@@H]1C
  -1[16.7 µM]	-4	-5	4	-4	-5	6
CCOC(=O)c1c(C)[nH]c(C(=O)COC(=O)C2CC2)c1C
  -11	0	8	?	8	-11	2
CCC(=O)NC[C@H]1[C@H](c2ccc(C3=CCCC3)cc2)[C@@H](CO)N1C(C)=O
  19[16.7 µM]	51	-7	-9	-13	0	-6
C[C@H](CO)N1C[C@H](C)[C@@H](CN(C)C(=O)Nc2ccccc2)Oc2ccc(NC(=O)Nc3ccc4c(c3)OCO4)cc2CC1=O
  -5[16.7 µM]	-2	15	-4	-22	nt	nt
Cc1cc(-c2ccccc2)c2c3c(c(-c4ccccc4)n2n1)c(=O)n(C)c(=O)n3C
  0	1	-2	-6	-35	nt	nt
O=C(NCc1cccc(Cl)c1)C1Cc2c(-c3ccccc3Oc3ccccc3)ccnc2O1 (stereo not drawn)
  -3	-2	nt	1	3	-3	-8
COc1cccc(-c2cccc(NC(=O)C3CCN(Cc4ccc(C)o4)CC3)c2)c1
  0	0	5	-2	2	1	-4
C[C@@H]1CN([C@H](C)CO)C(=O)c2cc(C#CC3CC3)cnc2O[C@H]1CN(C)C(=O)Nc1ccc(F)cc1
  12[16.7 µM]	0	-7	7	3	-4	12
CN1CCN(C(=O)CCN2C(=O)/C(=C\c3ccccc3F)SC2=S)CC1
  0	2	2	32	14	0	0
COc1ccc(S(=O)(=O)NCC(c2ccc(F)cc2)N2CCN(C)CC2)cc1 (stereo not drawn)
  4	0	nt	-4	1	0	8
CCCCN(C(=O)c1cc(CC)c(C)s1)c1c(N)n(CCC)c(=O)[nH]c1=O
  nt	nt	-5	nt	nt	7	-3
Cc1nc2ccccc2c(=O)n1/N=C/C=C/c1ccccc1
  nt	nt	-7	nt	nt	-2	2
COC(=O)C[C@H]1C[C@@H]2c3cc(NS(=O)(=O)c4ccc(OC)cc4)ccc3O[C@@H]2[C@@H](CO)O1
  5[16.7 µM]	-1	-4	3	-5	nt	nt
COc1cc2c(cc1OC)C(=O)NCC(C)(C)O2
  -3	2	-7	nt	nt	4	2
O=C(Nc1cccc(Cl)c1)N(CCN1CCOCC1)Cc1ccccc1F
  31	-1	nt	10	25	nt	nt
Cn1c(=O)oc2cc(S(=O)(=O)N3CCCC(C(=O)NCC4COc5ccccc5O4)C3)ccc21 (stereo not drawn)
  -1	2	5	17	36	-1	-1
O=C(Cc1ccccc1)NCC(=O)N1CCN(c2ccccc2F)CC1
  0	1	2	-1	6	0	5
O=C1c2ccccc2NC(c2ccc(-c3ccccc3F)o2)N1O (stereo not drawn)
  -1	-1	4	32	11	5	-3
COc1ccc(CSc2nc(C)cc(C)c2C#N)cc1
  -1	1	-1	-2	10	-3	1
C/C=C/c1ccc([C@@H]2[C@@H](CO)N3CCCCN(S(=O)(=O)c4cccc(C)c4)C[C@H]23)cc1
  21[16.7 µM]	12	-5	-3	1	-2	-1
COc1ccccc1N1CC(C(=O)Nc2cc(C(F)(F)F)ccc2N2CCCC2)CC1=O (stereo not drawn)
  -6	5	2	1	-7	-4	-3
C[C@@H]1CCCCO[C@@H](CN(C)S(=O)(=O)c2cccs2)[C@H](C)CN([C@@H](C)CO)C(=O)c2cc(NC(=O)CCCN(C)C)ccc2O1
  0[16.7 µM]	1	1	-1	nt	-4	0
CC(=O)c1ccc(OC(=O)C2c3ccccc3Oc3ccccc32)cc1
  -3	3	-4	-10	3	nt	nt
C[C@@H]1CN([C@@H](C)CO)C(=O)c2cc(NC(=O)Nc3ccc4c(c3)OCO4)ccc2O[C@@H](C)CCCCO[C@H]1CN(C)C(=O)CCCN(C)C
  4[16.7 µM]	2	6	2	nt	nt	nt
CO[C@H]1CN(C)C(=O)c2cc(NC(=O)c3nc4ccccc4s3)ccc2OC[C@H](C)N(Cc2ccncc2)C[C@@H]1C
  1[16.7 µM]	0	-2	-4	5	1	0
Cc1cc(CN(C)Cc2c(C(=O)N3CCCCCCC3)nc3ccc(Cl)cn23)n[nH]1
  nt	nt	-5	nt	nt	2	-3
O/N=C1\CCCc2c1nc(-c1ccccc1F)n2O
  2	0	nt	nt	nt	-4	4

In a second layout: results already given
> C[C@@H]1CN([C@H](C)CO)C(=O)c2cc(C#CC3CC3)cnc2O[C@H]1CN(C)C(=O)Nc1ccc(F)cc1
  miR122 inh: 12[16.7 µM]	Cneo AK release: 0	ARNT-TACC3 inh: -7	esBAF inh: 7	C2C12 statin: 3	SIRT5 inh: -4	ERp5 block: 12
> CN1CCN(C(=O)CCN2C(=O)/C(=C\c3ccccc3F)SC2=S)CC1
  miR122 inh: 0	Cneo AK release: 2	ARNT-TACC3 inh: 2	esBAF inh: 32	C2C12 statin: 14	SIRT5 inh: 0	ERp5 block: 0
> O/N=C1\CCCc2c1nc(-c1ccccc1F)n2O
  miR122 inh: 2	Cneo AK release: 0	ARNT-TACC3 inh: nt	esBAF inh: nt	C2C12 statin: nt	SIRT5 inh: -4	ERp5 block: 4

The list continues.
Values run as follows: miR122 inh	Cneo AK release	ARNT-TACC3 inh	esBAF inh	C2C12 statin	SIRT5 inh	ERp5 block
Cc1ccc(-c2cc(C(=O)N3CCOCC3)no2)cc1
  4	-4	1	-52	-9	-4	-3
N#Cc1c(NCCCO)nc(-c2ccco2)c2c1CCCC2
  -2	8	-8	nt	nt	nt	nt
Cc1ccc(CNC(=O)Cn2ncn3cccc3c2=O)cc1
  -4	0	2	5	6	-4	-2
CCCC(=O)NC(=S)Nc1c(C)cc(Br)cc1C
  1	5	0	31	4	nt	nt
Nc1nc(N2CCOCC2)n[nH]1
  -8	nt	-7	5	-7	-1	-9
Cc1noc(C)c1NC(=O)Nc1ccc2c(c1)CC(=O)N([C@H](C)CO)C[C@@H](C)[C@H](CN(C)S(=O)(=O)c1ccccc1)O2
  -2[16.7 µM]	2	nt	-1	-12	4	4
S=C(Nc1ccc2nsnc2c1)N1CCCC1
  -1	-1	17	81*	-10	2	-4
COc1ccc2oc(=O)cc(CN3CCN(Cc4ccccc4)CC3)c2c1
  -1	2	nt	-5	4	-2	-1
CC1=NN(c2ccc(S(=O)(=O)O)cc2Cl)C(=O)C1
  nt	nt	34	nt	nt	1	4
Cc1noc(C)c1NC(=O)Nc1ccc2c(c1)C(=O)N([C@@H](C)CO)C[C@H](C)[C@H](CN(C)Cc1ccccc1)OCCCC[C@H](C)O2
  3[16.7 µM]	14	-3	4	nt	1	4
O=C(O)c1ccccc1C(=O)Nc1cc(C(F)(F)F)ccc1N1CCCC1
  -7	1	2	1	-4	-1	-1
COc1cc(NC(=O)COC(=O)C2CC2)c(C)cc1[N+](=O)[O-]
  -3	nt	-19	-12	1	nt	nt
Cc1ccc(-c2nnn(CC(=O)N(CC(=O)NCC3CCCO3)c3ccccc3)n2)o1 (stereo not drawn)
  -37	1	4	9	-2	2	-6
CCN(CC)S(=O)(=O)c1ccc(C(=O)OCn2c(SC)nnc(C)c2=O)cc1
  -6	0	0	nt	nt	nt	nt
COc1ccc(/C=C2\SC(=O)N(CC(=O)Nc3ccc(F)cc3)C2=O)cc1O
  nt	-2	-3	0	-11	0	3
